# Screens: PubChem BioAssay, Emory University Molecular Libraries Screening Center
# EP2 antag = EP2 receptor (human) inhibition; P43116; C6 glioma cells expressing human EP2, cAMP TR-FRET; cells stimulated with saturating PGE2; inhibition, % at 25 µM; 260,000 tested, 0.52% active;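 active = percent inhibition above 40 after rounding to a whole number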;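 note: rat C6 glioma host cells with rolipram phosphodiesterase inhibitor present; the protocol text gives 20 µM as final concentration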
# Target sequence (P43116 whole entry, looked up): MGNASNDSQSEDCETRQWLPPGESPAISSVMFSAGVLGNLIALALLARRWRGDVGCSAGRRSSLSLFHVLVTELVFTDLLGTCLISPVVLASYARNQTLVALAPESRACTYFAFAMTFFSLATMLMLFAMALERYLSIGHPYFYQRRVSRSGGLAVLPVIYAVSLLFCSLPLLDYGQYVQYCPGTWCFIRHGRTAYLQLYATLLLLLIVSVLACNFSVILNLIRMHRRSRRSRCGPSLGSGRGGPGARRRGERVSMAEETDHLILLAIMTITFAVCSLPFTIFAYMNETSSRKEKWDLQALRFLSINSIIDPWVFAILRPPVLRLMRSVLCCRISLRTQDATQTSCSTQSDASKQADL
# * hit, by the source's call.
SMILES,EP2 antag
COc1ccc(-c2csc(NC(CO)c3nc4ccccc4n3Cc3ccc(C)cc3)n2)cc1 (centres undefined),5.4
O=C(O)C1=C[C@H](c2ccc3c(c2)OCO3)C[C@H](OCc2ccc(CO)cc2)O1,11.7
COc1ccc(CC2NCCC3=CC(=O)CCC32)cc1O (centres undefined),8.6
CC(Oc1ccccc1)C(=O)N1CCC2(CC1)Oc1ccc(Cl)cc1C(=O)C21CC(c2ccccc2)=NO1 (centres undefined),11.4
CC1=C(C(=O)OCc2ccccc2)C(c2ccccc2OS(=O)(=O)c2ccccc2[N+](=O)[O-])NC(=O)N1CCCC(=O)O (centres undefined),2.2
COC(=O)N[C@H](c1ccccc1)[C@@]1(C)C[C@@H]1[C@@H](C)C(=O)Nc1ccc2ccccc2c1,18.6
CC(C)(C)OC(=O)NCCCC1=CC2=CC(=O)C(C)(OC(=O)C3CCCC3)C(=O)C2=CO1 (centres undefined),22.9
COc1ccc(OC)c(Nc2cc3ccccc3c(=O)[nH]2)c1,21.2
N#Cc1cccnc1N1CCN(C(=O)c2ccc3c(c2)S(=O)(=O)c2ccccc2C3=O)CC1,34.4
CCOC(=O)[C@@H]1[C@H]2COc3ccccc3[C@@H]2N2C(=O)N(c3cccc(F)c3)C(=O)[C@]12C,4.9
O=C1CC2(CCCCC2)Oc2ccc(Cl)cc21,7.0
Cn1c(N)c(C(=O)Nc2ccccc2)c(=O)[nH]c1=O,14.6
CC1(C)C[C@H](O)[C@@]23C[C@@H](OC2=O)[C@]2(C)C(=CCC4[C@@]5(C)CC[C@H](O)C(C)(C)C5CC[C@]42C)[C@@H]3C1 (some centres undefined),31.2
CC(C)=CCc1c(O)cc(O)c2c(=O)c(O[C@@H]3O[C@@H](C)[C@H](O)[C@@H](O)[C@H]3O)c(-c3ccc(O)cc3)oc12,17.7
O=C(Nc1ccccc1)[C@@H]1CC=C[C@@H]2CCN(Cc3ccccc3)C(=O)[C@@H]21,15.7
CC(C)(C)c1nc2c(s1)CCc1onc(-c3ccc(Br)cc3)c1-2,14.8
COC(=O)[C@H]1[C@@H](C)N(Cc2ccccc2)C(=O)N[C@H]1c1ccccc1,8.9
CN1CCN(C(=O)C2=C[C@H](C3CC3)C[C@H](OCc3ccc(CO)cc3)O2)CC1,15.2
COc1ccc(-c2ccc3sc4ccccc4c(=O)c3c2)cn1,10.9
COc1ccccc1CN1[C@@H](CC(=O)O)c2cc(F)ccc2S1(=O)=O,14.0
COc1cc([C@@H]2c3cc4c(cc3[C@@H](O[C@@H]3O[C@@H]5CO[C@@H](C)O[C@H]5[C@H](O)[C@H]3O)[C@H]3COC(=O)[C@H]23)OCO4)cc(OC)c1O,13.9
CC1(C)C=Cc2cc(-c3coc4cc(O)cc(O)c4c3=O)cc(O)c2O1,15.8
O=c1c2ccccc2oc2cc(C#CC3(O)CCCCC3)ccc12,22.6
COC(=O)C1=C(C(=O)OC)[C@@H]2Nc3ccccc3[C@@]23C[C@@H](C(=O)OC)N(C(=O)c2ccco2)C3=N1,8.5
CC(C)CCNC(=O)c1c(CSc2ccc(Cl)cc2)noc1C(=O)NCc1ccccc1,11.6
CCC/C=C1/CCCOC(C(=O)NCc2ccc(S(C)(=O)=O)cc2)(C(F)(F)F)C1 (centres undefined),12.5
CCC(C)CCCCCCCCCCC(=O)O (centres undefined),14.7
CC(C)CNC(=O)C1Nc2ccccc2C2C=CCC12 (centres undefined),6.1
CCCCCCCCCCCCN1[C@@H](CC(C)=O)c2cc(C(F)(F)F)ccc2S1(=O)=O,4.3
CC(C)c1cc(-c2cc(C(=O)Nc3ccccc3)on2)nc(NC2CCCC2)n1,5.9
CC[C@@H]1[C@H]2CCCC(=O)N3CC[C@@H](C[C@H]1O)[C@@H]23,18.5
COc1ccc(-c2ccc3oc(-c4ccc(OC)cc4)c(C#CCO)c3c2)cc1,10.8
COc1cccc(N2[C@@H](CC(=O)O)c3ccccc3S2(=O)=O)c1,16.2
O=C(NCc1ccccc1)C1(C(F)(F)F)C/C(=C\CCO)CCCO1 (centres undefined),-1.0
CSc1ncc(CNc2cc([N+](=O)[O-])ccc2C)c(N)n1,5.7
C#CCOCCOCCOCCNc1nc(N2CCN(C(=O)C([C@@H](C)CC)n3cc(C(N)COC(=O)C(F)(F)F)nn3)CC2)nc(N2CCN(C(=O)[C@H](Cc3ccc(O)cc3)n3cc(C(N)[C@H](C)CC)nn3)CC2)n1 (some centres undefined),8.9
COc1ccc([C@H]2/C=C\CN(Cc3ccc(N(C)C)cc3)[C@@H](C)C(=O)N2Cc2ccc(F)cc2)cc1,14.1
CCCCC1=CC2=CC(=O)C(C)(OC(=O)CC)C(=O)C2=CO1 (centres undefined),13.4
CCOC(=O)CN1C(=O)N[C@@H](c2cccc(F)c2)C(C(C)=O)=C1C,12.2
CCOC(=O)C[C@H]1c2cc(F)ccc2S(=O)(=O)N1c1cccc(OC)c1,17.4
CC(=O)NCCc1nc(-c2ccc(Cl)cc2)no1,0.9
CC(C)(C)[C@@H]1C=C(C(=O)O)O[C@H](OCCCCO)C1,-8.3
CC(C)c1cc(C(C)C)c(S(=O)(=O)N2c3ccccc3[C@@]3(Br)C[C@H]4C(=O)N[C@@H](Cc5ccccc5)C(=O)N4[C@@H]23)c(C(C)C)c1,9.0
CCOC(=O)/C=C/c1ccc(C(F)(F)F)cc1S(=O)(=O)NC(C)(C)C,-1.7
COc1ccc(CN2C(=O)[C@H]3Cc4c([nH]c5ccccc45)C(C)(C)N3C2=O)cc1,15.7
COc1cc(C)c(/C=C/C(C)=C/C=C/C(C)=C/C(=O)O)c(C)c1C,15.1
O=C(Nc1ccc(Cl)c(C(F)(F)F)c1)[C@@H]1CC=C[C@@H]2CCN(Cc3ccc(Cl)c(Cl)c3)C(=O)[C@@H]21,-3.8
O=C(C1=C[C@H](c2csc3ccccc23)C[C@H](OCc2ccc(CO)cc2)O1)N1CCCCCCC1,3.1
C=CC1=C(C(=O)O)N2C(=O)[C@@H](NC(=O)/C(=N/OCC(=O)O)c3csc(N)n3)[C@H]2SC1,10.9
COc1ccc2c(c1)O[C@H]1c3ccc(O)cc3OC[C@@H]21,10.3

# Ordered by heavy-atom count (low to high): part of the list above.
SMILES,EP2 antag
CC(C)(C)[C@@H]1C=C(C(=O)O)O[C@H](OCCCCO)C1,-8.3
C=CC1=C(C(=O)O)N2C(=O)[C@@H](NC(=O)/C(=N/OCC(=O)O)c3csc(N)n3)[C@H]2SC1,10.9
O=C(Nc1ccc(Cl)c(C(F)(F)F)c1)[C@@H]1CC=C[C@@H]2CCN(Cc3ccc(Cl)c(Cl)c3)C(=O)[C@@H]21,-3.8

# Returning to the listing, repeating the six entries before the break.
SMILES,EP2 antag
COc1ccc(CN2C(=O)[C@H]3Cc4c([nH]c5ccccc45)C(C)(C)N3C2=O)cc1,15.7
COc1cc(C)c(/C=C/C(C)=C/C=C/C(C)=C/C(=O)O)c(C)c1C,15.1
O=C(Nc1ccc(Cl)c(C(F)(F)F)c1)[C@@H]1CC=C[C@@H]2CCN(Cc3ccc(Cl)c(Cl)c3)C(=O)[C@@H]21,-3.8
O=C(C1=C[C@H](c2csc3ccccc23)C[C@H](OCc2ccc(CO)cc2)O1)N1CCCCCCC1,3.1
C=CC1=C(C(=O)O)N2C(=O)[C@@H](NC(=O)/C(=N/OCC(=O)O)c3csc(N)n3)[C@H]2SC1,10.9
COc1ccc2c(c1)O[C@H]1c3ccc(O)cc3OC[C@@H]21,10.3
COc1cccc(N2[C@@H](CC(=O)O)c3ccc(/C=C/C(=O)O)cc3S2(=O)=O)c1,24.4
CC(C)C[C@H]1C(=O)N2CCC[C@H]2[C@]2(O)O[C@](NC(=O)C3C=C4c5cccc6[nH]c(Br)c(c56)C[C@H]4N(C)C3)(C(C)C)C(=O)N12 (some centres undefined),20.3
O=C(NCc1nc2ccccc2[nH]1)C1=C[C@H](c2ccc(C(F)(F)F)cc2)C[C@H](OCCCCO)O1,3.0
COC(=O)C1=C[C@@H](C(=O)OC)[C@@H]2C3=C(C(=O)C2(C)C)[C@H](C)n2c(=O)n(-c4ccccc4)c(=O)n2[C@@H]3C1,10.6
O=C1CC2(CCOCC2)Oc2ccc3ccccc3c21,10.1
CN1CCN2c3ncccc3Cc3ccccc3C2C1 (centres undefined),10.5
COCCNC(=O)C1(C(F)(F)F)CC(CCCO)CCCO1 (centres undefined),-5.3
O=C(c1ccc(-c2ccccc2Cl)s1)N1CCOCC1,14.2
O=c1c2ccccc2oc2ccc(C#CC3(O)CCCCC3)cc12,17.0
CC1=C(C/C=C(\C)CCC[C@H](C)CCC[C@H](C)CCCC(C)C)C(=O)c2ccccc2C1=O,16.9

# Reformatted: entries from further up
COCCNC(=O)C1(C(F)(F)F)CC(CCCO)CCCO1 (centres undefined)
  EP2 antag: -5.3
O=C(c1ccc(-c2ccccc2Cl)s1)N1CCOCC1
  EP2 antag: 14.2

# Remaining list, next part.
SMILES,EP2 antag
CCCC[C@@H]1C[C@H]1[C@@H](NC(=O)c1ccco1)c1ccc(C(=O)OC)cc1,5.0
C=CCOC(=O)C1=C[C@@H](c2csc3ccccc23)C[C@@H](OCCCCO)O1,5.9
C=C1CCN([C@@H](CC(C)C)C(=O)NN2CCOCC2)S(=O)(=O)c2ccccc21,10.6
O=C1CC2(CCCCC2)Oc2ccc(F)cc21,11.4
O=C(O)C1=C[C@@H](c2ccc(C(F)(F)F)cc2)C[C@@H](OCCCCO)O1,11.6
COc1ccc(-c2ccc3oc(-c4ccc(OC)cc4)c(C#CCCO)c3c2)cc1,8.3
CN1CCN(C(=O)C2=C[C@H](c3ccc(C(F)(F)F)cc3)C[C@H](OCCCCO)O2)CC1,13.6
CC(=O)c1cccc(-c2ccc3c(=O)[nH]c(Nc4ccccc4)cc3c2)c1,7.0
C=C[C@@]1(C)CC(=O)[C@]2(O)[C@@]3(C)[C@@H](O)CCC(C)(C)[C@@H]3[C@H](OC(C)=O)[C@H](O)[C@@]2(C)O1,6.1
O=C(O)c1ccc(-c2noc(-c3ccc(F)cc3)n2)cc1,25.8
OCCCn1c(C2CCCN2c2nc(-c3ccc(F)cc3)cs2)nc2cc(Cl)c(Cl)cc21 (centres undefined),7.6
O=C1c2ccccc2S(=O)(=O)c2cc(N3CCOCC3)ccc21,16.4
FC(F)(F)c1cc(CCN2CCNC[C@@H]2Cc2ccccc2)cc(C(F)(F)F)c1,7.5
COC(=O)C[C@H]1c2ccccc2S(=O)(=O)N1C(C)C,15.9
CC(C)=CCc1c(O)cc(O)c2c1OC(c1ccc(O)cc1)CC2=O (centres undefined),12.6
CNC(=O)[C@@]1(Cc2ccccc2)C=C[C@@H](C)N1C(C)=O,1.9
O=C1c2ccccc2S(=O)(=O)c2cc(C(=O)N3CCN(c4c(Cl)cncc4Cl)CC3)ccc21,14.5
COCOc1ccc(/C=C/C(=O)c2c(O)cc(OCOC)cc2OCOC)cc1,14.9
CCCCCCCCN1[C@@H](CC(=O)O)c2ccc(C(F)(F)F)cc2S1(=O)=O,16.2
COC(=O)C1=C(C(=O)OC)[C@@H]2N(C)c3ccccc3[C@@]23C[C@@H](CO)N=C3N1,7.6
Brc1ccc(-c2noc3c2-c2nc(-c4ccccc4)sc2CC3)cc1,13.6
CCOC(=O)O[C@]1(C(=O)OCCl)CC[C@H]2[C@@H]3CCC4=CC(=O)C=C[C@]4(C)[C@H]3[C@@H](O)C[C@@]21C,10.2
COc1ccccc1Nc1nc(N2CCCC2)nc(N2CCOCC2)n1,10.4
CCCCCCCCCCCCN1[C@@H](CC(=O)OC)c2cc(C(F)(F)F)ccc2S1(=O)=O,15.8
CCOC(=O)c1sc(SCc2ccccc2)c2c1CC(C)(C)CC2=O,11.2
Oc1ccc(Cl)cc1Nc1nc(NCC2CCCO2)c2ccccc2n1 (centres undefined),14.9
C=C(C)c1sc(-c2ccccc2)nc1C,5.5
Cc1cccc(Nc2nc(NCCO)nc(N3CCCC3)n2)c1,10.1
COC(=O)C1=C(C)N(CCCCCC(=O)O)C(=O)NC1c1ccccc1 (centres undefined),7.2
CC1=C(CC[C@@H](C)CO)OC2CC3C4CCC5CC(O)CCC5(C)C4CC(=O)C3(C)C12 (some centres undefined),23.9

# Quoted at random: 2 compounds from above, in no set order.
SMILES,EP2 antag
C=C(C)c1sc(-c2ccccc2)nc1C,5.5
Brc1ccc(-c2noc3c2-c2nc(-c4ccccc4)sc2CC3)cc1,13.6

# Further results follow.
SMILES,EP2 antag
CCOC(=O)C1Nc2c(F)cc(C)cc2C2C=CCC12 (centres undefined),14.6
Nc1c(Cl)cc(-c2csc(N3CCCC3c3nc4cc(Cl)c(N5CCCCC5)cc4n3CCCO)n2)cc1Cl (centres undefined),2.7
O=C(O)c1cccc(O)c1O,11.1
CC(C)(C)CN1C(N)=NC[C@@H]1Cc1ccccc1,9.6
CC(C)[C@H]1COCCS(=O)(=O)N1Cc1ccccc1F,18.8
O=C(NCc1ccccn1)C1Nc2ccc(OC(F)(F)F)cc2C2C=CCC12 (centres undefined),6.1
O=C(NCc1cccc(Br)c1)C1CC(c2ccccc2[N+](=O)[O-])=NO1 (centres undefined),15.8
CCOC(=O)CCc1cnccc1-c1cccc(OC)c1O,12.1
CC1(C)CC(=O)C=C(c2ccc3[nH]ccc3c2)C1,11.9
O=C(NCc1ccccc1)c1onc(CSc2ccncc2)c1C(=O)NCc1ccccc1,14.5
CCOC(=O)c1ccc(OC(=O)CCCCCN=C(N)N)cc1,12.8
Cc1cc(OC(=O)c2c(C)cc(OC(=O)c3c(C)cc(O)cc3O)cc2O)cc(O)c1C(=O)O,14.5
CC1(C)c2[nH]c3ccccc3c2C[C@@H]2C(=O)N(Cc3ccco3)C(=O)N21,-1.6
CCOC(=O)CN(C)C(=O)C1CCCN1C(=O)OC(C)(C)C (centres undefined),13.4
O=C(NCc1cccc(C(F)(F)F)c1)C1CC(c2ccccc2F)=NO1 (centres undefined),-1.6
C[C@H]1CCC[C@]2(O[C@H](CCO)C[C@H](O)[C@H]2O)O1,6.2
CC1(c2nnc(-c3ccccc3)o2)CC(c2ccccc2)=NO1 (centres undefined),4.0
CC(=O)Oc1ccccc1C(=O)Nc1ccccc1,10.5
CC(=O)C[C@H]1c2ccccc2S(=O)(=O)N1c1ccccc1,16.3
CNC(CC(C)C)C(=O)NC1C(=O)NC(CC(N)=O)C(=O)NC2C(=O)NC3C(=O)NC(C(=O)NC(C(=O)O)c4cc(O)cc(O)c4-c4cc3ccc4O)C(O)c3ccc(c(Cl)c3)Oc3cc2cc(c3OC2OC(CO)C(O)C(O)C2OC2CC(C)(N)C(O)C(C)O2)Oc2ccc(cc2Cl)C1O (centres undefined),12.5

# A portion of the library; rates above refer to the full screens.
